Growth percent in the NCI-60 one-dose screen (48 h, 10 µM unless noted): 100 = growth as untreated, 0 = no growth, -100 = all killed.
SW-620: SW-620 colon cancer; AID 1794795; hit rate 5.2% among 82,000
SF-295: SF-295 CNS cancer cells; hit rate 5.6% among 79,000
HCC-2998: HCC-2998 colon cancer. AID 1794799. hit rate 4.7% among 79,000
HT29: HT29 colon cancer; hit rate 7.4% among 81,000; AID 1794748
SF-268: SF-268 CNS cancer cells. hit rate 3.1% among 82,000. AID 1794759
SF-539: SF-539 CNS cancer | hit rate 6.8% among 81,000
KM12: KM12 colon cancer cells. hit rate 5% among 82,000
SNB-75: SNB-75 CNS cancer | hit rate 5% among 79,000 | AID 1794750
SNB-19: SNB-19 CNS cancer cells; hit rate 2.5% among 81,000; AID 1794751
* hit, by the source's call; · = no result given. How the source made its calls: active means growth percent below 10; inactive means the rest.

item | canonical_smiles | SW-620 | SF-295 | HCC-2998 | HT29 | SF-268
1 | C=C=C(CCCC)C(=O)O | 106 | 104 | 109 | 130 | 110
2 | O=C1OCCN1/N=C/c1ccco1 | 108 | 120 | 105 | 100 | 106
3 | COc1ccc2c(CCNC(=O)c3nnn(-c4ccccc4)c3C)c[nH]c2c1 | 106 | 92 | 95 | 109 | 86
4 | O=C(Cn1cc(CN2C(=O)c3ccc([N+](=O)[O-])cc3C2=O)nn1)Nc1ccccc1F | 100 | 99 | 101 | 102 | 102
5 | COc1cc(-c2cn(-c3ccc(Cl)c(Cl)c3)c(=O)[nH]2)cc(OC)c1OC | 109 | 104 | 100 | 102 | 88
6 | CN(C)Cc1c(O)ccc2ccccc12 | 104 | 95 | 104 | 114 | 95
7 | CCCC(=O)N1CCOCC1 | 96 | 96 | 106 | 109 | 104
8 | Cc1ccc(C)c2c1CC/C(=C\c1ccccc1[N+](=O)[O-])C2=O | 108 | · | 102 | 86 | 89

item | SF-539 | KM12 | SNB-75 | SNB-19
1 | 99 | 106 | 99 | ·
2 | 100 | 109 | 88 | 102
3 | 97 | 102 | 93 | 99
4 | 98 | 105 | 81 | 99
5 | 91 | 91 | 104 | 82
6 | 101 | 104 | 100 | 104
7 | 95 | 105 | 90 | 105
8 | 89 | 102 | 82 | 98

Other results.
item | canonical_smiles | SW-620 | SF-295 | HCC-2998 | HT29 | SF-268
9 | O=C(NNC(=O)c1ccncc1)C1=CN=C2Sc3ccccc3N2[C@H]1c1ccccn1 | 89 | 92 | · | 90 | 97
10 | CCCCn1cc(/C=C/C(=O)c2cc3ccccc3oc2=O)c2ccccc21 | 109 | 97 | 107 | 104 | 95
11 | Cc1ccc(Cc2cnc(NC(=O)CCN3C(=O)/C(=C/c4ccc(Cl)cc4)SC3=S)s2)cc1 | 102 | 103 | 105 | 118 | 102
12 | COc1ccc(Nc2nc(SCC(=O)Nc3nc4ccc(C)cc4s3)nc(-c3ccccc3)c2C#N)cc1 | 106 | 91 | 97 | 103 | 78
13 | O=C1CCC(c2ccccc2)=NN1 | 104 | 100 | 101 | 113 | 103
14 | O=C1/C(=C\c2ccccc2[N+](=O)[O-])Sc2c(F)cccc21 | 31 | 73 | 111 | 107 | 95
15 | O=C(NNc1nc2cc(F)ccc2n2c(CO)ccc12)c1cnccn1 | 21 | 3.5* | 44 | 22 | 20
16 | CC(C)=CCNc1ncnc2c1ncn2C1OC(COP(=O)(O)O)C(O)C1O (configuration not stated) | 38 | 26 | 70 | 32 | 60

item | SF-539 | KM12 | SNB-75 | SNB-19
9 | 96 | 78 | 83 | 97
10 | 81 | 89 | 100 | 77
11 | 97 | 100 | 95 | 98
12 | 79 | 107 | 67 | 77
13 | 97 | 103 | 103 | 98
14 | 96 | 97 | 102 | 86
15 | 3.7* | 22 | 43 | 22
16 | 52 | 70 | 65 | 90

(cont.)
item | canonical_smiles | SW-620 | SF-295 | HCC-2998 | HT29 | SF-268
17 | CC(=O)C(N=Nc1ccc(C(c2ccc(N=NC(C(C)=O)C(C)=O)cc2)(c2ccc(N=NC(C(C)=O)C(C)=O)cc2)c2ccc(N=NC(C(C)=O)C(C)=O)cc2)cc1)C(C)=O (configuration not stated) | 97 | 102 | 110 | 106 | 98
18 | Nc1nn2c(-c3cc4cc(Br)ccc4oc3=O)ccnc2c1N=Nc1ccc(Cl)cc1 | 123 | 99 | 110 | 114 | 68
19 | Cc1ccc(C2=Nc3c(N)ncnc3NC(c3cccc(Nc4ccnc5cc(C(F)(F)F)ccc45)c3)C2)cc1 (configuration not stated) | 12 | 25 | 31 | 6.0* | 40
20 | COC(=O)CNC(=O)[C@H](C)NC(=O)[C@@H]1CCCN1C(=O)CNC(=O)[C@H](C)NC(=O)OCc1ccccc1 | 101 | 101 | 111 | 110 | 98
21 | CCCn1cc(/C=C/C(=O)c2cc3ccccc3oc2=O)c2ccccc21 | 102 | 96 | 98 | 96 | 78
22 | CCC(C)(C)C1CCCCC1OC(C)=O (configuration not stated) | 101 | 111 | 105 | 104 | 96
23 | COc1ccc(C2C=C(c3cc(OC)c(OC)c(OC)c3)N=C3SC=CN32)c(Br)c1 (configuration not stated) | 91 | 54 | 96 | 76 | 78
24 | Cc1ccc2oc(=O)cc(CSc3nnnn3-c3ccccc3)c2c1 | 104 | 99 | 116 | 105 | 90

item | SF-539 | KM12 | SNB-75 | SNB-19
17 | 99 | 94 | 94 | 98
18 | 72 | 103 | 133 | 55
19 | 56 | 16 | 22 | 44
20 | 93 | 110 | 80 | 98
21 | 72 | 82 | 68 | 60
22 | 104 | 102 | 90 | 98
23 | 90 | 79 | 66 | 81
24 | 98 | 100 | 74 | 97

Later entries
item | canonical_smiles | SW-620 | SF-295 | HCC-2998 | HT29 | SF-268
25 | CCOC(=O)C1=C(C)NC(C)=C(C(=O)OCc2ccccc2)C1c1cccc(C#N)c1 (configuration not stated) | 30 | 16 | 71 | 11 | 57
26 | Cc1nc(Nc2cccc(NC(=O)Nc3ccc(Cl)cc3)c2)c2ccccc2n1 | 47 | 88 | 106 | 81 | 102
27 | O=C1Nc2ccccc2/C1=N/N1C(=O)CNC1=S | 94 | 90 | 105 | 107 | 94
28 | COC(=O)CC[C@@H](C)[C@H]1CC[C@@]2(C)[C@@H]3C(=O)C[C@H]4C(C)(C)[C@@H](OC(C)=O)CC[C@]4(C)[C@H]3C(=O)C[C@]12C | 103 | 118 | 108 | 80 | 110
29 | CC(=O)c1sc(Nc2nc(O)c(C3=c4cc(OC(F)(F)F)ccc4=NC3=O)s2)nc1C | 108 | 103 | 106 | 100 | 97
30 | O=C(CCCCC(=O)OC1CS(=O)(=O)CC1Cl)OC1CS(=O)(=O)CC1Cl (configuration not stated) | 112 | 115 | 115 | 97 | ·
31 | CCN(O)C(N)=O | 107 | · | 110 | 105 | 104
32 | Cc1cccc(NC(=O)Nc2ccc(-c3ccc4c(c3)NC(=O)/C4=C\c3ccc[nH]3)cc2)c1 | 73 | 66 | 99 | 99 | 95

item | SF-539 | KM12 | SNB-75 | SNB-19
25 | 23 | 25 | -4.1* | 42
26 | 95 | 70 | 85 | 100
27 | 103 | 91 | 94 | 90
28 | 111 | 104 | 95 | 107
29 | 102 | 99 | 92 | 103
30 | 105 | · | 97 | 107
31 | 89 | 102 | 94 | 96
32 | 63 | 19 | 82 | 90

(listing goes on)
item | canonical_smiles | SW-620 | SF-295 | HCC-2998 | HT29 | SF-268
33 | CC(C)c1c(C(=O)Nc2ccccc2)c(-c2ccccc2)c(-c2ccc(F)cc2)n1CC[C@@H]1CC=CC(=O)O1 | -45* | 82 | -70* | -36* | -33*
34 | Cn1ccc(=O)c2cc([N+](=O)[O-])ccc21 | 97 | 98 | 110 | 111 | 118
35 | CSc1nc(Nc2ccc(NC(C)=O)cc2)c(C#N)c(-c2cccc([N+](=O)[O-])c2)n1 | 106 | 99 | 111 | 106 | 103
36 | COc1ccc(CN2[C@H](C)[C@@H](O)[C@@H](O)[C@H](C(C)C)N(Cc3ccccc3)S2(=O)=O)cc1 | 103 | 98 | 111 | 104 | 96
37 | O=S(=O)(c1ccccc1)n1c(Cl)cc2c1-c1oncc1CC2 | 103 | 114 | 98 | 118 | 115
38 | O=C(O)c1ccccc1CC(CCc1ccccc1)C(=O)O (configuration not stated) | 91 | 105 | · | 104 | 95
39 | CCCC1(CC)NC(=O)NC1=O (configuration not stated) | 100 | 125 | 123 | 115 | 109
40 | O=S(Nc1ccccc1)c1ccc(N2CCOCC2)cc1 (configuration not stated) | 96 | 101 | 101 | 91 | 93

item | SF-539 | KM12 | SNB-75 | SNB-19
33 | -18* | -61* | -25* | 14
34 | 106 | 107 | 102 | 106
35 | 95 | 99 | 69 | 95
36 | 96 | 92 | 68 | 110
37 | 98 | 107 | 88 | 101
38 | 86 | 100 | 90 | 98
39 | 115 | 108 | 107 | 114
40 | 109 | 90 | 89 | 100

Following part.
item | canonical_smiles | SW-620 | SF-295 | HCC-2998 | HT29 | SF-268
41 | O=C1NC(=O)C(C2=NNC(c3cc4ccccc4[nH]3)C2)C(=O)N1 (configuration not stated) | 120 | 105 | 123 | 89 | 70
42 | C=CCCCCCCCCC(C)(N)C(=O)O (configuration not stated) | 108 | 106 | 104 | 92 | 109
43 | COc1ccc(C2CC(=O)N(c3ccc(F)cc3)C3=C2C(=O)OC3)cc1 (configuration not stated) | 110 | 76 | 101 | 97 | 111
44 | O=C1C(c2[nH]c3ccccc3c2O)=Nc2ccccc21 | 92 | 110 | 98 | 98 | 106
45 | O=C1/C(=C\c2ccc(F)cc2)CN(C(=O)c2ccc([N+](=O)[O-])cc2)C/C1=C\c1ccc(F)cc1 | -58* | 10 | -79* | -57* | 29
46 | CC[N+](CC)(CC)Cc1ccccc1 | 110 | 110 | 106 | 104 | 94
47 | O=C(Nc1cc(-c2cccnc2)nc(NCCCN2CCOCC2)n1)c1ccc(F)cc1Cl | 90 | 100 | 98 | 87 | 95
48 | S=C(NNc1ccccc1)NC1CCCCC1 | 102 | 122 | 97 | 108 | 106

item | SF-539 | KM12 | SNB-75 | SNB-19
41 | 73 | 79 | 82 | 85
42 | 109 | 109 | 95 | 99
43 | 107 | 107 | 95 | 97
44 | 108 | 128 | · | 103
45 | 58 | · | 57 | 68
46 | 98 | 103 | 95 | 115
47 | 101 | 104 | 112 | 94
48 | 93 | 99 | 84 | 112

Following part
item | canonical_smiles | SW-620 | SF-295 | HCC-2998 | HT29 | SF-268
49 | Clc1ccc2c(NCCCCNc3nc(N4CCOCC4)nc4ccccc34)ccnc2c1 | 15 | -5.2* | 58 | -26* | 43
50 | O=C(Nc1ccc(F)cc1)c1cc2cc(Nc3nc(-c4ccccc4)nc4ccccc34)ccc2oc1=O | 107 | 108 | 113 | 98 | 97
51 | CCOC(=O)c1c(C)[nH]c(C(=O)COC(=O)C(C)N2C(=O)C3CCCCC3C2=O)c1C (configuration not stated) | 99 | 108 | 74 | 103 | 120
52 | c1ccc2c(c1)C(=NN=C1c3ccccc3-c3ccccc31)c1ccccc1-2 | 108 | 98 | 102 | 96 | 105
53 | NC(=O)c1cccc(N)c1 | 100 | 98 | 103 | 92 | 106
54 | CC(=O)O[C@H]1CC[C@@]2(C)C(=CC[C@@H]3[C@@H]2CC[C@]2(C)C(Cl)=C(c4nc5ccccc5[nH]4)C[C@@H]32)C1 | 94 | 84 | 93 | 47 | 119
55 | COC(=O)c1[nH]c(=O)c(C#N)c(C(=O)OC)c1C(=O)c1cccnc1 | 97 | 103 | 115 | 112 | 103
56 | COC(=O)c1nc(=S)[nH]c(C(=O)OC)c1C(=O)c1ccc(O)c(OC)c1 | 107 | 102 | 121 | 118 | 119

item | SF-539 | KM12 | SNB-75 | SNB-19
49 | -84* | 33 | 79 | 15
50 | 108 | 102 | 102 | 109
51 | 99 | 100 | 87 | 108
52 | 100 | 111 | 92 | 107
53 | 95 | 105 | 94 | 100
54 | 59 | 64 | 81 | 94
55 | 101 | 106 | 92 | ·
56 | 103 | 114 | 115 | 102

(more compounds)
item | canonical_smiles | SW-620 | SF-295 | HCC-2998 | HT29 | SF-268
57 | CC(C)OC(=O)Nc1cc(C(F)(F)F)cc(C(F)(F)F)c1 | 101 | 99 | 105 | 104 | 99
58 | O=C1C(Cl)=C(NSCCSNC2=C(Cl)C(=O)c3ccccc3C2=O)C(=O)c2ccccc21 | 88 | 114 | 107 | 99 | 107
59 | O=C(CSc1nc2ccc(Cl)cc2[nH]1)Nc1ccc(-c2nc3ccccc3s2)c(Cl)c1 | 109 | 104 | · | 97 | 94
60 | COC1(OC)N=C(N)C2(C#N)C3(C(=O)Nc4ccccc43)C12C#N (configuration not stated) | 95 | 96 | 103 | 99 | 105
61 | CC(C)CCCC(C)C/C=C\C=O (configuration not stated) | 100 | 97 | 100 | 91 | 99
62 | O=C(O)c1cc2cc(OCc3ccccc3)ccc2[nH]1 | 102 | 108 | 104 | 114 | 100
63 | COc1ccc(C2CCc3ccccc32)cc1 (configuration not stated) | 91 | 101 | 97 | 100 | 105
64 | O=C1NC=C(C(=O)c2cc3ccccc3oc2=O)C(c2ccc(O)cc2)N1 (configuration not stated) | 101 | 106 | 124 | 103 | 106

item | SF-539 | KM12 | SNB-75 | SNB-19
57 | 98 | 100 | 97 | 98
58 | 104 | 102 | 97 | 112
59 | 104 | 100 | 88 | 92
60 | 61 | 101 | 67 | 108
61 | 93 | 101 | 80 | 105
62 | 88 | 97 | 88 | 86
63 | 102 | 98 | 82 | 97
64 | 95 | 102 | · | 101

Next section.
item | canonical_smiles | SW-620 | SF-295 | HCC-2998 | HT29 | SF-268
65 | O=C1N(Cc2ccc3ccccc3c2)c2ccc(Cl)cc2C12NCCc1cc(O)ccc12 (configuration not stated) | 99 | 104 | 101 | 98 | 94
66 | COc1ccccc1CO | 104 | 104 | 108 | 112 | ·
67 | Cc1csc(/N=C(N)/N=C(\N)c2cccc(Br)c2)n1 | 84 | 94 | 97 | 97 | 92
68 | CC(=O)NC1C(Nc2ccc(S(=O)(=O)Nc3ccnn3-c3ccccc3)cc2)OC(CO)C(O)C1O (configuration not stated) | 100 | 95 | 96 | 104 | 97

item | SF-539 | KM12 | SNB-75 | SNB-19
65 | 88 | 105 | 74 | 90
66 | 110 | 107 | 92 | 107
67 | 93 | 73 | 73 | 79
68 | 105 | 104 | 87 | 104

Bioassay records from PubChem BioAssay.
